Compound activity deposited in PubChem by SRMLSC.
SKBR3 24h inh – SK-BR-3 proliferation inhibitors, primary screen, cell-based, human, 24 h. SK-BR-3 viability, CellTiter-Glo ATP luminescence; hits give low values. viability, % at 10 µM. hit rate 0.47% among 41,000;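 active = viability at or below the median of all test compounds minus 3 SD, in both replicates if run twice, cut at about 45% in these data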;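 also: 100% = median untreated cell wells and 0% = median positive control drug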
Starred values were filed as active, the others as inactive; & = joins results of further samples.

SMILES	SKBR3 24h inh
O=C(O)CCCC(=O)NCc1ccccn1	85.6
Clc1ccc2nc(N3CCCCC3)sc2c1	83.5
Cc1ccccc1OCC(=O)OC(C)CN1CCN(C)CC1 (stereo not given)	117.9
COC(=O)c1ccc(S(=O)(=O)N2C3CCC2CC(NC(=O)NC2CCCCC2)C3)cc1 (stereo not given)	85.8
c1ccc(Cn2nnnc2C(c2cccs2)N2CCc3ccccc3C2)cc1 (stereo not given)	99.3
CCCc1cc(NCCN2CCOCC2)n2c(nc3ccccc32)c1C#N	104.9
O=C(Nc1ccc(CN2CCOCC2)cc1)c1cccc(F)c1	76.8
CC(=O)Nc1c(C(=O)N2CCN(c3ncccn3)CC2)cnn1-c1ccccc1Cl	93.7
CCOC(=O)N1CCN(C(=O)Cn2c(=O)sc3ccccc32)CC1	78.8
CCC1(CC)C(=O)NC(=O)NC1=NCCc1ccc(O)cc1	97.3
COCCOC(=O)c1c(C)oc2ccc(NS(=O)(=O)c3ccc(C(=O)O)cc3)cc12	94.9
COc1ccc2[nH]c(O)c(NC(C)=O)c2c1	114.0
CCn1cc(Br)c(C(=O)Nc2cccc(Cl)c2)n1	75.6
O=C(CSc1nnnn1-c1ccccc1)NC(=O)Nc1ccc2c(c1)OCCO2	79.7
Cc1ccc(-c2nnn(CC(=O)N3CCN(c4ccccc4)CC3)n2)o1	81.1
CCOC(=O)/C(C#N)=C1/SC(CCO)C(=O)N1c1ccccc1 (stereo not given)	95.1
COc1cc(NC(=O)C2CCCCN2)ccc1OCC(C)C (stereo not given)	82.6
Cc1ccc(S(=O)(=O)CC(=O)N2CCCC2)cc1	82.5
CC1(C)Cc2c(sc3c2c(=N)n(Cc2ccco2)c(=O)n3Cc2ccc(Cl)cc2)CO1	63.2
O=C(Nc1ccc(O)cc1)c1ccc(C(=O)c2ccccc2)o1	94.7
CCCCC(C(=O)O)C(C)CC(=O)Nc1cccc(C(=O)O)c1 (stereo not given)	101.1
Cc1cccn2c(=O)c3cc(C#N)c(=O)n(Cc4cccnc4)c3nc12	100.7
O=C(CSc1nnc(CNc2ccc(Cl)cc2)o1)Nc1nc2ccccc2s1	82.3
O=C(Nc1ccccc1N1CCOCC1)c1ccc(Br)o1	95.7
COc1nnc(-c2ccc(C)c(S(=O)(=O)NCCO)c2)c2ccccc12	99.8
Nn1c(SCC(=O)Nc2cccc(F)c2)nnc1C1CCCCC1	90.1
COc1ccc(C(CC(=O)O)NC(=O)COc2ccccc2)cc1 (stereo not given)	71.9
CC12CN3CC(C)(CN(C1)C3c1ccc(Cl)cc1Cl)C2O (stereo not given)	85.4
O=C1c2ccccc2C(=O)N1CC(O)Cn1nnc2ccccc21 (stereo not given)	112.3
O=c1cc(O)n(-c2ccccc2F)c(=S)[nH]1	101.3
O=S(=O)(NCc1ccccn1)c1ccc(Br)s1	89.9
O=C(NCc1ccc(N2CCCC2=O)cc1)c1cn(Cc2ccccc2)nn1	88.7
Cc1ccc(C2N(c3ccc(Cl)c(Cl)c3)C(=O)C3CCCN32)o1 (stereo not given)	89.2
CCCCCCn1c(NCC)nc2c1c(=O)[nH]c(=O)n2C	91.3
CC1(C)NC(=O)N(CC(O)COc2ccc(-c3ccc(C#N)cc3)cc2)C1=O (stereo not given)	83.3
CCOCCn1c(SC)nc2c1c(=O)[nH]c(=O)n2C	109.9
Cc1cc(Cl)c(S(=O)(=O)N2CCSCC2)cc1OCC(N)=O	82.6
CCCC(=O)Nc1ccc(NC(=O)CCc2ccccc2)cn1	70.3
O=C(c1nn2c(C(F)(F)F)cc(-c3ccco3)nc2c1Br)N1CCCc2ccccc21	101.2
Nc1ccc(C(=O)OCCCc2nc3ccccc3[nH]2)cc1	87.1
COc1ccc(C2CC(=O)NC3=C2C(=O)CCC3)cc1Cl (stereo not given)	96.2
CCOC(=O)N1CCN(c2ccc(Cl)c(Cl)c2)CC1	110.0
O=C(c1cccc(F)c1)N1CCN(C(=O)C2CC2)CC1	96.7
CCCCn1c(CN2CCN(C(=O)OCC)CC2)nc2c1c(=O)n(C)c(=O)n2C	101.5
CCOc1ccc(Br)cc1/C=N/O	85.5
COCCOC(=O)C1=C(C)NC2=C(C(=O)CCC2)C1c1ccc2c(c1)OCO2 (stereo not given)	69.3
COc1ccc(/C=N/n2cnnc2SCc2ccc(OC)cc2)cc1	91.9
CC(C)c1ccc(OC(=O)NCCO)cc1	107.9
Cn1nc(-c2ccc(N3CCOCC3)c(NC(=O)COc3ccccc3)c2)c2ccccc2c1=O	99.0
COCCCNC(=O)C1CC(=O)N(CCc2ccc(OC)c(OC)c2)C1 (stereo not given)	92.7
O=C1CC(/C=C/c2ccco2)=Nc2ccccc2N1	62.9
CCOc1ccc(C2C(C(=O)c3ccc(C)o3)=C(O)C(=O)N2CCN2CCOCC2)cc1OC (stereo not given)	105.4
COc1ccc(OC)c(S(=O)(=O)N2CCC(C(=O)NCCc3ccc(OC)c(OC)c3)CC2)c1	93.5
CCC(=O)NCC(c1cccs1)N1CCOCC1 (stereo not given)	91.8
O=C(NCCc1nc2ccccc2[nH]1)c1ccco1	101.0
COCc1nnc(N)s1	100.1
Cc1ccsc1C(=O)OCC(=O)N1CC(=O)Nc2ccccc21	92.7
Cc1csc(NC(=O)NC2(C(F)(F)F)Oc3ccccc3O2)n1	88.7
O=C(Cn1nnc(-c2ccccc2-n2cnnn2)n1)N1CCCCC1	142.4
O=C1CC2CS(=O)(=O)CC2N1c1ccc(Oc2ccccc2)cc1 (stereo not given)	72.7

Going on with the list.
SMILES	SKBR3 24h inh
O=S(=O)(c1ccccc1)c1nc(-c2ccco2)oc1NCc1cccnc1	92.6
COc1ccc2[nH]c(=O)c(CN(Cc3nnnn3Cc3ccc(F)cc3)CC3CCCO3)cc2c1 (stereo not given)	84.3
Cc1ccc(C)c(N(CC(=O)NCc2ccco2)C(=O)CCC(=O)Nc2ccccn2)c1	121.8
O=C(O)C1C2C=CC(C2)C1C(=O)NCCc1cccc(Cl)c1 (stereo not given)	94.3
CCOc1ccc(-c2nnc(-c3ccncc3)o2)cc1	118.1
CCN1CCN(S(=O)(=O)c2ccc(S(=O)(=O)NCC3CCCO3)cc2)CC1 (stereo not given)	92.0
Cc1ccc(NC(=O)C2CC(=O)NC(Nc3cccc(C)c3)=N2)cc1 (stereo not given)	99.3
CCOc1ccc(C(=O)C2CCN(C(=O)c3ccccc3C(=O)O)CC2)cc1	80.9
N#CC1=C(N)N(c2ccccc2)C2=C(C(=O)CCC2)C1c1cccs1 (stereo not given)	65.8
COc1cc(-c2ccc(NC(=O)CN3CCCCC3)c(OC)c2)ccc1NC(=O)CN1CCCCC1	113.9
CC(C)C(=O)Nc1ccccc1N1CCN(C(=O)c2ccccc2)CC1	89.0
COC(=O)C1(CO)NC(c2cccs2)C2C(=O)N(c3ccccc3)C(=O)C21 (stereo not given)	91.1
O=C(CCN1C(=O)C2C3C=CC(C3)C2C1=O)Nc1ccccc1F (stereo not given)	75.1
O=C(CSc1nnc(Cn2nnc3ccccc32)o1)N(Cc1ccc(F)cc1)c1ccccc1	80.9
Nc1nncn1C(=O)CCCOc1ccc(Cl)cc1Cl	84.6
COCCNc1nc(-n2nc(C)cc2C)nc2sc3c(c12)CCCC3	75.6
CC12CCC(C(=O)NCCCN3CCOCC3)(OC1=O)C2(C)C (stereo not given)	94.8
COc1ccccc1N1CCN(S(=O)(=O)c2ccccc2)CC1	89.7
O=C(O)c1cc(-c2ccccc2)nc2ccccc12	105.0&102.3
CCN(C(C)=O)c1nnc(CSc2nc3ccccc3s2)s1	104.8
CC(C)Cc1[nH]c(=O)c(C#N)c2c1COC(C)(C)C2	72.4
CN1CCN(C(=O)c2cc3sccc3n2CC(=O)c2ccccc2)CC1	98.8
CC(C(=O)O)n1nc2ccccc2n1 (stereo not given)	74.5
Cc1cc(C(=O)N2CCN(C(c3ccccc3)c3ccccc3)CC2)no1	100.7
CC(=O)N(Cc1cc(=O)[nH]c2ccccc12)c1cccc(C)c1	77.7
COc1cc(CN2CCC(C(=O)NC3CCCC3)CC2)ccc1O	107.8
O=C(NCC1CCCO1)C(C(=O)c1ccccc1)n1ccccc1=O (stereo not given)	98.7
CCS(=O)(=O)N1CCCC(C(=O)NC2CCCCC2C)C1 (stereo not given)	81.0
COc1ccc(OC)c(C(c2nnnn2CCc2ccccc2)N2CCC(C(N)=O)CC2)c1 (stereo not given)	113.4
CN(C)c1ccc(-c2noc(C3CCN(S(=O)(=O)c4ccc(C(=O)O)cc4)CC3)n2)cc1	104.0

A draw from above in order of count of non-hydrogen atoms, smallest number first.
SMILES	SKBR3 24h inh
COc1cc(CN2CCC(C(=O)NC3CCCC3)CC2)ccc1O	107.8
CN1CCN(C(=O)c2cc3sccc3n2CC(=O)c2ccccc2)CC1	98.8
Cc1cc(C(=O)N2CCN(C(c3ccccc3)c3ccccc3)CC2)no1	100.7

Additional entries:
SMILES	SKBR3 24h inh
OC1CNCc2cc3c(cc21)OCCO3 (stereo not given)	106.7
Cc1ccc(S(=O)(=O)N(C)CCCC(=O)N2CCOCC2)cc1	92.7
CCOC(=O)Cc1[nH]nc2c1C(c1cccc(OC)c1OC)C(C#N)=C(N)O2 (stereo not given)	107.3
COc1ccc(CCNC(=O)c2cc(-c3ccccc3O)n[nH]2)cc1OC	83.8
O=c1oc2c(CN3CCOCC3)c(O)ccc2c2c1CCCC2	79.6
COc1cc(CN(C(=O)c2ccco2)c2ccc(C)cc2)ccc1O	91.8
CC(C)c1c(O)nc(SCCC(=O)O)[nH]c1=O	110.8
O=C(Cc1cccs1)Nc1ccccn1	102.0
CC1(C)Cc2c(c(N3CCOCC3)nc3snc(Br)c23)CO1	81.0
O=C(Nc1nccs1)C1C2CC3OC(=O)C1C3C2 (stereo not given)	83.8
Cc1c(NC(=O)Cn2nc(C(F)(F)F)c3c2CCCC3)c(=O)n(-c2ccccc2)n1C	82.4
Cc1cccc(-c2nnc(NC(=O)c3ccc(Cl)cc3)o2)c1	125.8
Fc1ccccc1/C=N/n1cnnc1	91.3
Cc1c(/C(O)=C2\C(=O)C(=O)N(CCCN(C)C)C2c2ccncc2)cnn1-c1ccccc1 (stereo not given)	102.4
CC(C)(C)C1=Nn2c(nnc2-c2ccccc2F)SC1	89.0
CCc1c(C)nc2ncnn2c1NCCc1ccc(OC)c(OC)c1	92.3
COCCNC(=O)C(c1ccc(C)o1)N(C(=O)c1snc(C(N)=O)c1N)c1cc(C)cc(C)c1 (stereo not given)	98.0
c1ccc(C2=Nn3c(nnc3-c3ccccn3)SC2)cc1	104.0
O=S(=O)(NCC1CCCO1)c1cccc(S(=O)(=O)N2CCCC2)c1 (stereo not given)	120.6
COC(=O)Cc1c(C)c2ccc(OCC(=O)NCc3ccc4c(c3)OCO4)cc2oc1=O	75.5
COc1ccc2nc(SCC(=O)O)nc(C)c2c1	86.5
O=C(OC1CCOC1=O)c1ccc2ccccc2n1 (stereo not given)	66.1
Cc1nonc1NC(=O)N1CCCC1	80.1
O=C(CSc1nnc(C23CC4CC(CC(C4)C2)C3)o1)Nc1ccc(N2CCOCC2)c(Cl)c1	79.1
COc1ccc(OC)c(C(c2nnnn2CCC(C)C)N2CCN(C(=O)c3ccco3)CC2)c1 (stereo not given)	110.5
COc1cccc(OC(=O)CSc2nnc(-c3ccccc3Br)o2)c1	100.4
O=C(O)COc1ccc2c(-c3ccccc3)cc(=O)oc2c1	94.0
Cc1cc(N2C(=O)C3C4c5ccccc5C(c5ccccc54)C3C2=O)no1 (stereo not given)	84.7
COc1ccc2oc(C(=O)C3CC3)c(N)c2c1	88.6
CC(C)COC(=O)n1ccc(C(=O)N2CCCCC2)n1	110.2
CCOC(=O)CC1=CC(=O)Nc2ccccc2N1	114.3
N#Cc1nc(-c2ccco2)oc1N1CCOCC1	64.8
CC(=O)c1ccc2c3c(ccc(O)c13)CC2	99.0
CC1(C)CC(=O)C(CCCN2C(=O)c3ccccc3C2=O)C(=O)C1	94.8
CCCc1nnc(NC(=O)CCC(=O)N2CCCCCC2)s1	90.5
COc1ccc(N2CCN(C(c3nnnn3CCc3ccccc3)C(C)C)CC2)cc1 (stereo not given)	88.9
Cc1cccn2c(=O)c3cc(C(=O)NCC4CCCO4)n(C)c3nc12 (stereo not given)	86.7
COc1cc(C)nc(N2CCC(C(N)=O)CC2)n1	99.0
CCC(CC)C(=O)Nc1nnc(-c2cccs2)s1	87.0
CC(=O)c1ccc(OC(C)C)c(CN2CCCCC2)c1	85.4
COc1ccc(-c2cc(C(=O)N3CCN(C(c4ccccc4)c4ccccc4)CC3)no2)cc1OC	69.5
CC(=O)c1ccc(NC2CC(O)C(O)CO2)cc1 (stereo not given)	108.5
COC(=O)c1sc(Nc2ccccc2)nc1C	144.3
CC(C(=O)N1c2ccccc2Sc2ccccc21)n1nnc(-c2cccs2)n1 (stereo not given)	73.5

In the list so far, these have a Cl atom.
SMILES	SKBR3 24h inh
Clc1ccc2nc(N3CCCCC3)sc2c1	83.5
CC(=O)Nc1c(C(=O)N2CCN(c3ncccn3)CC2)cnn1-c1ccccc1Cl	93.7
CCn1cc(Br)c(C(=O)Nc2cccc(Cl)c2)n1	75.6
CC1(C)Cc2c(sc3c2c(=N)n(Cc2ccco2)c(=O)n3Cc2ccc(Cl)cc2)CO1	63.2
O=C(CSc1nnc(CNc2ccc(Cl)cc2)o1)Nc1nc2ccccc2s1	82.3
CC12CN3CC(C)(CN(C1)C3c1ccc(Cl)cc1Cl)C2O (stereo not given)	85.4
Cc1ccc(C2N(c3ccc(Cl)c(Cl)c3)C(=O)C3CCCN32)o1 (stereo not given)	89.2
Cc1cc(Cl)c(S(=O)(=O)N2CCSCC2)cc1OCC(N)=O	82.6
COc1ccc(C2CC(=O)NC3=C2C(=O)CCC3)cc1Cl (stereo not given)	96.2
CCOC(=O)N1CCN(c2ccc(Cl)c(Cl)c2)CC1	110.0
O=C(O)C1C2C=CC(C2)C1C(=O)NCCc1cccc(Cl)c1 (stereo not given)	94.3
Nc1nncn1C(=O)CCCOc1ccc(Cl)cc1Cl	84.6
Cc1cccc(-c2nnc(NC(=O)c3ccc(Cl)cc3)o2)c1	125.8
O=C(CSc1nnc(C23CC4CC(CC(C4)C2)C3)o1)Nc1ccc(N2CCOCC2)c(Cl)c1	79.1

Some of the compounds tested. The share of hits here may be higher or lower than overall.
